Screening data from PubChem BioAssay.
E-sel inducer: E-selectin induction in HUVECs, primary screen, imaging, HUVEC, immunofluorescence imaging, single point. activation, % at 7.58 µM. 260,000 tested, 0.37% active. P16581. normalized: neutral wells 0, TNF-alpha wells 100;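 active = mean E-selectin-positive cell signal at least 10% of the positive control, reached in at least 60% of replicates, without over 20% cell loss; inconclusive = no rule given, readout overlaps actives, possibly toxicity-flagged; inactive = the rest, including those meeting only one limit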;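 note: in these data hits start at about 27%; measured in HUVEC primary endothelial cells; signal is the percent of cells scored E-selectin positive by PE staining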
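Read-out basis: % PE-positive cells; Test system: HUVEC primary endothelial cells; Technique: immunofluorescence imaging; Dosing: single-point compound dose.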
FN deposition inh: inhibitors of fibronectin matrix deposition, primary screen, AH1F cells, Alexa488-fibronectin fluorescence, plate reader; AH1F fibroblasts, overnight; inhibition, % at 12.6 µM; 350,000 tested, 0.086% active;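 active = mean inhibition across replicates of 30% or more, regardless of how many single replicates reach that level; inconclusive = mean under 30% yet at least half of replicates reach 30%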;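 note: positive control wells lacked labelled fibronectin entirely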
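Material: AH1F fibroblast monolayer depositing Alexa488-labelled fibronectin into matrix | Input: 10000 AH1F cells/well | Medium: DMEM plus 2% serum, read in PBS | Reagent: Alexa488-fibronectin, 24 nM final in well | Compound dosing: One dose per compound, pinned | Schedule: 1 h adhesion, overnight exposure | Measured by: Fluorescence at 485 nm excitation, 525 nm emission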
esBAF inh: Bmi1 luciferase reporter increase in mESCs, primary screen, esBAF inhibitor project, mouse ES cells, Bmi1 luciferase knock-in, single point; AID 602393, 2012; reporter increase, % at 12.5 µM; 350,000 tested, 2% active; 24 h; 100% = twice the neutral-well signal; in the data active = activation above about 40%; inconclusive = no clear call, values can overlap the other calls;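 note: 0% = median of the plate's neutral control wells and 100% = double that signal; a rise in the Bmi1 reporter signal indicates esBAF inhibition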
S100A4 inh HTS: inhibitors of S100A4-myosin IIA peptide binding, primary screen, biochemical, fluorescence polarization, TAMRA-MyoIIA peptide; Protein S100-A4 (Homo sapiens), P26447; inhibition, % at 10.7 µM; 360,000 tested, 0.14% active; AID 652163, 2013;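 active = mean inhibition of at least 70% across replicates, with every replicate also reaching that level; inconclusive = mean inhibition reaches 70% but some replicates fall short; inactive = mean inhibition below 70%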
Target sequence (P26447 whole entry, looked up): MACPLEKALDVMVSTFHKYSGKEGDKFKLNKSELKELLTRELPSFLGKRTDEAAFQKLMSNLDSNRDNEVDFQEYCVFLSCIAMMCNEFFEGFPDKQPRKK
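Material: human S100A4 monomer with TAMRA-labelled myosin IIA peptide; buffer or medium: HEPES pH 7.2 with CaCl2, KCl, NaCl, DTT, Triton; compound dosing: one concentration per compound; schedule: 5 min incubation before reading; benchmarks: neutral control DMSO, positive control TFP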
RAD52 anneal inh: RAD52 DNA annealing inhibitors, primary screen, biochemical, FRET, single point, set 2 | AID 651710, 2012 | inhibition, % at 18.7 µM | 360,000 tested, 0.46% active | DNA repair protein RAD52 homolog (Homo sapiens), P43351 | recombinant RAD52 DNA annealing, FRET fluorescence;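 active = every replicate showing at least 50% inhibition; inconclusive = mean inhibition at least 50% but not in every replicate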
Xi reactivation: activators of inactive X chromosome reactivation, primary screen, imaging, XiGFP fibroblasts, GFP high-content imaging, set 2; activation, % at 7.58 µM; AID 743238, 2013; XiGFP mouse fibroblasts, % GFP-positive cells imaging, 3 d; cells co-treated with 5-aza-dC sensitizer; scaled so ellipticine positive control = 100%; 360,000 tested, 0.055% active;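 active = mean normalized replicate activation at least 10% and every replicate at or above 10%; inconclusive = only one of the two criteria met; inactive = mean below 10% and not all replicates reach 10%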;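 note: 0% = median of on-plate neutral control wells and 100% = ellipticine 6 µM median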
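System: XiGFP fibroblasts, SV40-immortalized. Medium: DMEM plus 5-aza-dC sensitizer. Doses: single point. Timing: 3 d treatment, 15 min room-temperature fixation. Control set: ellipticine 6 µM.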
EWS-Fli inh: EWS/Fli-driven NR0B1 reporter inhibitors, primary screen, A673 cells, NR0B1 luciferase, luminescence, MLPCN library; 350,000 tested, 0.67% active; viability-normalised; inhibition, % at 12.6 µM; AID 651661, 2012;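 active = mean inhibition of at least 50% after viability correction, with every replicate also passing that limit; inconclusive = mean reaches 50% but only one of two replicates passes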;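 note: firefly luciferase signal divided by Alamar Blue viability fluorescence both relative to DMSO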
RAD54 inh: inhibitors of human RAD54 branch migration, primary screen, biochemical, fluorescence, single point. DNA repair and recombination protein RAD54-like (Homo sapiens), Q92698. RAD54 Holliday junction branch migration, FAM/BHQ fluorescence. inhibition, % at 10.4 µM. 360,000 tested, 0.14% active. AID 602329, 2012;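 active = mean normalized replicate activity at least 40 and at least half of replicates scoring 40 or more; inconclusive = only one of the two criteria met; inactive = mean below 40 and under half of replicates reaching 40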;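 note: 0% = median of neutral control wells and 100% = median of positive control wells; inhibitors cause a drop in the FAM fluorescence signal; in these data hits start at about 50%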
Target sequence (Q92698 whole entry, looked up): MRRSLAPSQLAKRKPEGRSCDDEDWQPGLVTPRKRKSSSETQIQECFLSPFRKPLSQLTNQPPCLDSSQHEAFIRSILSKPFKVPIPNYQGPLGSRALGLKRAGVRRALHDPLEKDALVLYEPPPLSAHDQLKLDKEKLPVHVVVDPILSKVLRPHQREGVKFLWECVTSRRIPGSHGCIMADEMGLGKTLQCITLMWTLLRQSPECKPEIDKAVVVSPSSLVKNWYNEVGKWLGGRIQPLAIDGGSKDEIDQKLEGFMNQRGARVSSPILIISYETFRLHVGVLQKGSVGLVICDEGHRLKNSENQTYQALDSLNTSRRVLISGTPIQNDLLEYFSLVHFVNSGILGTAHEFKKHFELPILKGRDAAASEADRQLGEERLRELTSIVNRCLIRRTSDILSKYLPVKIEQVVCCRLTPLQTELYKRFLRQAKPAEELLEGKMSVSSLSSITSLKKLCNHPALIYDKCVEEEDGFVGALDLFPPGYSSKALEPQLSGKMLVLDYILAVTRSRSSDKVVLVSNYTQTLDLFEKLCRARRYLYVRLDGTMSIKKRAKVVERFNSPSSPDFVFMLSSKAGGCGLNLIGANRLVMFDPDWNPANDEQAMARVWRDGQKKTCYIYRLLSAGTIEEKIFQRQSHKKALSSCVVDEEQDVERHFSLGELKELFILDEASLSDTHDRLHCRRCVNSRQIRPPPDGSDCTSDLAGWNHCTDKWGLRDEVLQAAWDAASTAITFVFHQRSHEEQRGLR
* = called active by the depositor; ? = inconclusive; . = no result given.

cpd	Molecule	EWS-Fli inh	S100A4 inh HTS	E-sel inducer	esBAF inh	FN deposition inh	RAD52 anneal inh	Xi reactivation	RAD54 inh
1	CC1(C)OC2CC3C4CC=C5CC(O)CCC5(C)C4CCC3(C)C2(C(=O)CO)O1 (configuration not stated)	3	-1	.	2	5	2	0.0	5
2	CC(C)[C@@H](C(=O)N1CCN(C(=O)OC(C)(C)C)CC1)n1cc(CCO)nn1	4	-1	-0.3	6	22	-5	0.0	-7
3	O=C(Nc1cc(F)ccc1F)N[C@@H]1CC[C@@H](CCn2cc(C3CC3)nn2)O[C@H]1CO	0	12	0.0	3	-3	-8	-1.0	4
4	C[C@@H]1CCCCO[C@H](CN(C)C(=O)Nc2ccccc2)[C@H](C)CN([C@H](C)CO)C(=O)c2cc(NC(=O)C3CCCCC3)ccc2O1	13	.	1.0	-8	-5	.	0.0	.
5	COc1ccc(S(=O)(=O)N(C)C[C@@H]2Oc3ccc(NC(=O)Cc4ccccc4)cc3CC(=O)N([C@@H](C)CO)C[C@@H]2C)cc1	1	-5	0.0	4	-11	-17	0.0	9
6	O=C(Nc1ccc2c(c1)OCO2)c1cc(C2CCCCN2C(=O)CCc2ccccc2)on1 (configuration not stated)	2	0	-1.1	19	-10	-12	0.0	2
7	C[C@@H]1CN([C@@H](C)CO)C(=O)c2cc(NC(=O)CCC(F)(F)F)ccc2O[C@H]1CN(C)CC1CC1	-2	21	-0.1	2	.	-1	0.1	-1
8	Cc1ccc(C2CC(c3ccccc3Cl)n3nc(N)nc3N2)cc1 (configuration not stated)	1	0	-0.1	-3	-8	-11	0.2	-7
9	Cc1ccc(-n2c(-c3ccccc3)c[n+]3c2CCC3)cc1	20	1	.	.	-26	-17	0.4	.
10	CCOc1ccc(CCNC(=O)c2cccs2)cc1OCC	-1	-3	.	-1	1	-24	0.1	-7
11	O=C(c1ccco1)N(Cc1ccco1)Cc1cc2ccccc2[nH]c1=O	1	0	.	-4	1	-10	0.0	-4
12	CCN(CC(=O)Nc1ccc(NC(C)=O)cc1)C(=O)c1ccccc1CCc1ccccc1	4	-6	.	-2	1	8	0.3	-3
13	O=C(CNS(=O)(=O)c1ccc(F)cc1)Nc1ccccc1	.	1	-0.4	3	.	-1	0.1	-3
14	CCOc1ccccc1N=Cc1c(O)n(C)c(=O)n(C)c1=O	-1	-2	?	-7	0	-23	0.1	-16
15	COc1ccc(C(NC(=O)C2CCN(CCCOc3ccccc3)CC2)c2ccccn2)cc1 (configuration not stated)	7	-5	0.4	1	1	-17	-0.1	-3
16	Cc1ccc(SCC(=O)NC2CCS(=O)(=O)C2)cc1C (configuration not stated)	-3	-1	-0.2	-4	-3	-1	0.0	.
17	CC(C)C[C@H]1CN=C(Nc2ccccc2)N1CCCCc1ccccc1	17	-4	0.1	1	-13	8	1.3	11
18	O=Cc1cc(CCC(=O)O)ccc1O	4	-1	0.0	.	4	-15	0.0	-6
19	COc1ccccc1N(C(=O)c1ccco1)C(C(=O)NC1CCCC1)c1cccs1 (configuration not stated)	3	5	.	-1	-2	-13	0.0	-3
20	O=C(C[C@H]1C[C@@H]2c3cc(NS(=O)(=O)c4ccc(F)cc4)ccc3O[C@@H]2[C@@H](CO)O1)NCCc1ccccc1	5	10	-0.3	12	.	-14	0.5	8
21	C[C@@H]1CN([C@H](C)CO)C(=O)c2cc(NC(=O)NC3CCCCC3)ccc2O[C@@H]1CN(C)C(=O)Nc1ccc2c(c1)OCO2	0	0	-0.1	9	-9	9	-0.2	4
22	CC(=O)N1CCCCN2[C@H](CO)[C@@H](c3ccc(Br)cc3)[C@H]2C1	3	-11	-0.2	-4	.	-10	0.0	-1
23	O=C1CN(S(=O)(=O)Cc2ccccc2)C[C@@H]2[C@H](c3ccc(C#CC4CC4)cc3)[C@@H](CO)N12	12	4	-0.1	.	.	-30	0.0	.
24	Cc1c(O)ccc(C(=O)CN2CCN(c3ccc(F)cc3)CC2)c1O	1	-2	.	-3	0	-12	0.1	4
25	COc1ccc(N2CCN(c3nc4c(C)cccn4c(=O)c3C=C(C#N)C#N)CC2)cc1	6	-20	0.1	-7	-3	-2	0.1	2
26	CCS(=O)(=O)c1ccc(N=Nc2ccc(O)c3ncccc23)c(OC)c1	11	-8	0.2	.	8	-18	0.0	.
27	CCC(=O)Nc1ccc2c(c1)OC[C@@H](C)N(Cc1nccs1)C[C@H](C)[C@H](OC)CN(C)C2=O	-1	0	-0.3	0	-3	-1	0.1	-5
28	O=c1c(-c2ccc(Br)cc2)[n+]([O-])c2ccccc2n1OCc1ccccc1	16	-1	0.2	.	-8	4	0.1	5
29	CC1=C(C(=O)Nc2ccccc2C(=O)N2CCCCC2)SCCO1	-8	1	4.1	-7	12	-3	0.4	4
30	O=C(NCC[C@@H]1CC[C@H](NS(=O)(=O)c2cccc(F)c2)[C@@H](CO)O1)C1CCCC1	7	0	-0.1	2	2	-10	0.3	1
31	O=C(c1ccccc1)N1CCN(S(=O)(=O)c2cccs2)CC1	-4	0	0.1	-1	.	-15	0.0	6
32	O=c1oc(-c2ccc(Br)o2)nc2ccccc12	.	4	.	8	1	-5	.	-2
33	COC(=O)c1cn[nH]c1NC(=S)Nc1ccccc1C	-38	1	.	67*	.	-10	.	12
34	CN1OC[C@@H]2CN(Cc3cc(Cl)cc(Cl)c3)[C@H](c3cccc(-c4ccccc4)c3)C[C@@H]21	10	-3	-0.6	-10	0	-6	0.0	-7
35	Cc1cc(C)nc(N2CCCC(C(=O)Nc3nnc(C(C)(C)C)s3)C2)n1 (configuration not stated)	1	-2	1.9	.	3	-4	0.3	.
36	c1cnc2c(-c3cccc4nccn34)cccc2c1	-2	-6	6.7	-6	.	-13	-0.1	-1
37	COc1ccc(C(=O)NC(=S)NC2CCCCC2)cc1	-86	-2	1.3	53*	.	-24	0.4	-7
38	Cc1ccc2nc(SCC(=O)Nc3cc(C)on3)[nH]c2c1	-10	3	.	4	.	-7	.	-1
39	CC(=O)Nc1ccc(C(=O)N2CCCCC2c2cc(C(=O)Nc3ccccc3Cl)no2)cc1 (configuration not stated)	-9	-2	0.0	-3	-11	-10	0.1	2
40	N#C/C(=C\c1ccc(O)c(O)c1)C(=O)c1ccc(O)c(O)c1	25	-7	-0.2	-8	2	-247	-0.3	-22
41	Cc1ccc(C(NC(=O)N2CCCC2)C(Cl)Cl)cc1F (configuration not stated)	0	-1	.	.	4	-7	0.0	-15
42	Cc1ccc(C)c(NC(=O)c2ccc(S(=O)(=O)N(C)CC3CCCO3)cc2)c1 (configuration not stated)	.	0	-1.2	3	6	-7	0.0	7
43	O=C(COc1ncnc2sccc12)N1CCN(C(=O)c2ccco2)CC1	10	-3	0.0	.	-2	-22	0.0	.
44	COc1cc2ncnc(NCc3ccccc3Cl)c2cc1OC	10	-4	.	.	-6	-8	0.0	.
45	C=CCNc1ccc(N2C(=O)C3CCC(C)CC3C2=O)cc1[N+](=O)[O-] (configuration not stated)	3	5	.	.	9	-20	0.1	.
46	CCc1cc(-c2n[nH]c(C)c2-c2nc3ccccc3s2)c(O)cc1OCC(=O)NN	5	2	.	.	.	4	0.0	.
47	CC(=O)Nc1ccc(S(C)(=O)=O)c(C)c1	1	-3	-0.9	-11	8	-9	-0.1	4
48	CCc1ccccc1NNC(=O)c1cc(C)on1	-18	-6	0.0	10	-3	-6	0.0	.
49	CCCCNC(=O)c1cnc(Cc2c[nH]c3ccccc23)c(I)c1	-8	-7	-1.6	1	0	-16	0.0	-7
50	Cc1cc(Cl)cc(Br)c1OCCCNCC(C)O (configuration not stated)	5	-6	0.0	.	-1	-16	1.0	-16
51	CC(=O)Nc1ccc2c(c1)C(=O)N(C)[C@@H]1CC[C@@H](CC(=O)Nc3cn(C)nc3C)O[C@H]1CO2	0	7	.	4	-47	-5	0.2	-3
52	CCc1nc2ccc(C(=O)N3CCN(S(=O)(=O)CC)CC3)cn2c1N(C)CCC(C)C	10	1	-0.2	3	-8	-8	0.4	3
53	Cc1ccc2c(c1)C(=O)CCN2	1	1	.	3	.	-9	.	-3
54	COc1ccc(CSc2nncn2C)cc1F	-13	-2	.	-6	-5	-5	1.7	.
55	N/C(=N\OC(=O)Cc1ccc(Cl)cc1)c1ccncc1	-5	2	0.1	.	-3	-14	0.0	.
56	CN(Cc1ccccc1)C(=O)CC(=O)N(C)Cc1ccccc1	-8	2	0.1	-7	3	-13	0.1	1
57	Cc1nn(CC(=O)Nc2cccc(Cl)c2)c(=O)c2cc(-c3ccccc3)nn12	.	-1	-0.1	-2	1	-9	0.0	.
58	O=S(=O)(c1ccc(Cl)cc1)N1CCN(c2ncnc3sccc23)CC1	27	1	.	-32	-23	-26	-0.3	2
59	CCc1ccccc1NC(=O)NNS(=O)(=O)c1cc(C)ccc1C	-4	2	-0.3	-10	.	-8	0.1	-11
